Autofluor 339: intrinsic fluorescence of library compounds, ex339/em460 – biochemical, MLSMR library, data from DPM-DC assay, artefact control, profiling panel; compound autofluorescence, ex339/em460 nm, NADH buffer; hits give high values; 1 = no-compound wells, NADH background; fluorescence fold increase at 10 µM; 65,000 compounds, 5.5% hits; AID 709, 2007;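 active = at 10 µM, mean starting fluorescence two-fold or more over control wells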;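 note: signal is the first read of a kinetic run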
RORA act: activators of orphan receptor RORA, primary screen, cell-based, luminescence; Nuclear receptor ROR-alpha (Homo sapiens), P35398; CHO-K1 Gal4-RORA LBD luciferase reporter; percent increase over mock-subtracted basal signal; activation, % at 10 µM; 65,000 compounds, 1.5% hits; AID 560, 2006;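 active = activation above the mean of all tested compounds plus 3 SD, cut at about 49% in these data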;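 note: 0% = DMSO-treated RORA cells and 100% = added signal equal to DMSO minus mock-transfected cells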
Target sequence (P35398 whole entry, looked up, the tested form may be a part): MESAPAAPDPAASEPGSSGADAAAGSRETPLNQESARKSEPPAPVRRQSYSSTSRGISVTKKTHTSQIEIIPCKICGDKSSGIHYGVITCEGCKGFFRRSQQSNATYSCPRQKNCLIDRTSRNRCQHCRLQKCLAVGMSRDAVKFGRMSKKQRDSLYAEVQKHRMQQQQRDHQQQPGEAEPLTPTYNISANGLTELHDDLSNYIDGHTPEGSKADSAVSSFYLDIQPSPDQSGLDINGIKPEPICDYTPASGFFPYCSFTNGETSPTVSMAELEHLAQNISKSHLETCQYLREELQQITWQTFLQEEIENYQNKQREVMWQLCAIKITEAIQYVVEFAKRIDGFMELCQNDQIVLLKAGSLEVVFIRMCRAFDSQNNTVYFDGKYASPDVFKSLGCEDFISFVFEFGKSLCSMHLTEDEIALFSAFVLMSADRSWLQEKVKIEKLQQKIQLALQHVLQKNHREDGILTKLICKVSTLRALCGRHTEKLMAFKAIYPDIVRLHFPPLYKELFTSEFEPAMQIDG
SF1 activator: activators of human SF-1, primary screen, cell-based, CHO-K1, Gal4-SF-1 LBD, luciferase luminescence; Steroidogenic factor 1 (Homo sapiens), Q13285; CHO-K1 Gal4-SF-1 LBD luciferase reporter; % increase over DMSO SF-1-specific signal; activation, % at 10 µM; 65,000 compounds, 1.9% hits; AID 522, 2006;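 active = activation above the mean activation of all tested compounds plus 3 SD, cut at about 50% in these data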
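Material: Transient Gal4-SF-1 LBD reporter, CHO-K1 | Input: 4,000 cells/well | Dosing: One dose, 10 µM compound, 1% DMSO | Incubation: 20 h compound treatment, 37 °C | Detection: SteadyLite luciferase luminescence | Evaluation: Percent activation relative to DMSO median and mock-transfected background | Benchmarks: DMSO-treated SF-1-transfected cells as negative, DMSO-treated mock-transfected cells lacking SF-1 as background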
HTR1A agonist: human 5-HT1a receptor agonists, primary screen, cell-based, CHO, Ga15 NFAT-bla reporter. 5-hydroxytryptamine receptor 1A (Homo sapiens), P08908. CHO 5-HT1a Ga15 NFAT-bla reporter, FRET ratio; 0% basal, 100% maximal reference agonist. activation, % at 10 µM. 65,000 compounds, 0.56% hits. AID 567, 2006;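 active = activation above the screen-wide mean activation plus 3 SD, cut at about 19% in these data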;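 note: 0% = DMSO wells and 100% = 5-CT at EC100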
MMP-13 inhibitor: human MMP13 inhibitors, primary screen, biochemical, FRET peptide cleavage. Collagenase 3 (Homo sapiens), P45452. MMP-13 fTHP FRET cleavage, Mca fluorescence. inhibition, % at 4 µM. 65,000 compounds, 0.07% hits. AID 570, 2006;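 active = inhibition above the mean of compound-free control plate wells plus 3 SD, cut at about 14% in these data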;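 note: 0% = DMSO wells and 100% = wells with reference MMP-13 inhibitor after basal subtraction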
TNAP act DEA: human TNAP enzyme activators, primary screen, biochemical, luminescent, intermediate phosphate acceptor level; 64,000 tested, under 10 active; purified TNAP, CDP-star luminescence, 100 mM DEA, 30 min; hits give high values; scale: 0 levamisole-inhibited, 1 vehicle-only enzyme; activation factor at 20 µM; Alkaline phosphatase, tissue-nonspecific isozyme (Homo sapiens), P05186;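 active = activation factor of at least 2 at 20 µM, relative to controls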
Target sequence (P05186 whole entry, looked up): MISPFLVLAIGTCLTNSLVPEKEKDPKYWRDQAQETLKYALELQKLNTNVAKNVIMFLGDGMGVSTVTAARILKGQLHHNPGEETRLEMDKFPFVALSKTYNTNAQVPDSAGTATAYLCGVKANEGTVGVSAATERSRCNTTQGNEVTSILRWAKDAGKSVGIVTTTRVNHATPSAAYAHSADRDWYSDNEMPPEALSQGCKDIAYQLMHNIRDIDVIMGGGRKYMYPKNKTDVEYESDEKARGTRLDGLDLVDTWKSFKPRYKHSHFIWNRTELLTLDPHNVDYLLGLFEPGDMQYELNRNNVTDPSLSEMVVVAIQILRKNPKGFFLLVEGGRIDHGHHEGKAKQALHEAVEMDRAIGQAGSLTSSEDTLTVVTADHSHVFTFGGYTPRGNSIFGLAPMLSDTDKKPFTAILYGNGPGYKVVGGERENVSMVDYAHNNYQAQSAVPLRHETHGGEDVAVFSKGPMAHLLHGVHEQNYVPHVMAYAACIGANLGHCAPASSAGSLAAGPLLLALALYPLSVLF
5HT1a antag: human 5-HT1a receptor antagonists, primary screen, cell-based, CHO, Ga15 NFAT-bla reporter; CHO 5-HT1a Ga15 NFAT-bla reporter, antagonist mode; AID 612, 2007; 5-hydroxytryptamine receptor 1A (Homo sapiens), P08908; 62,000 compounds, 0.68% hits; inhibition, % at 10 µM;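 active = inhibition above the mean of all tested compounds plus 3 SD, cut at about 43% in these data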;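 note: receptor stimulated by 5-CT agonist at 100 nM near EC80; beta-lactamase reporter measured by ratiometric fluorescence of a cleavable substrate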
A340 absorber: compound light absorbance at 340 nm, profiling panel, artefact control, biochemical, MLSMR library, data from PS, PMK, MK assays; compound absorbance at 340 nm, fold over control; fold change at 10 µM; 65,000 tested, under 10 active; AID 708, 2007;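 active = at 10 µM dose, initial 340 nm absorbance at least 2 fold that of control wells; inactive = change under 2 fold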;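 note: initial absorbance extrapolated from kinetic A340 decline of NADH oxidation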
NADH coupling: inhibitors of PK/LDH coupling enzymes, profiling panel, artefact control, biochemical, MLSMR library. IC50, µM (top dose mostly 10 µM), without a hit: at the highest dose inhibition. coupled PK/LDH NADH assays, four targets. AID 774, 2007. 65,000 compounds, 0.02% hits;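 active = single-dose screening hits from any of four coupled enzyme assays that gave an IC50 when retested across doses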;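 note: the DPM-DC format reads NADH fluorescence rather than 340 nm absorbance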
Numbers without * were called inactive; [ ] = another dose, or the depositor's remark.

SMILES	Autofluor 339	RORA act	SF1 activator	HTR1A agonist	MMP-13 inhibitor	TNAP act DEA	5HT1a antag	A340 absorber	NADH coupling
Cn1c(=O)c2c(nc(CN3CCN(C(=O)c4ccco4)CC3)n2Cc2ccccc2F)n(C)c1=O	1.09	33.8	-6.0	-1.8	-1.4	0.9	3.3	1.03	9.0%
Cc1c(C(=O)O)sc2nc(C)n(C)c(=O)c12	1.09	8.5	-9.0	-2.0	1.0	1	-4.3	1.04	3.0%
COc1cccc(Nc2nnc(SCC(=O)N3CCOCC3)s2)c1	1.08	0.5	25.3	0.3	-0.4	0.9	4.9	1.06	0.0%
CCC1c2ccc(C)n2CCN1C(=O)Nc1cc(Cl)ccc1OC (configuration not stated)	1.43	2.8	-14.2	-3.8	-12.5	0.9	4.8	1	10.0%
CN(CC(=O)NC1CCCCC1)S(=O)(=O)c1ccc(Cl)cc1	1.13	-4.9	-16.4	0.3	0.3	1	4.2	1.06	5.0%
CCc1cc(C(=O)Cc2ccc(F)cc2)c(O)cc1O	1.04	-17.1	-13.4	0.4	0.7	0.9	-6.7	1.1	4.0%
CCOC(=O)/C=C1\CC(=O)Nc2nonc2N1	1.05	-1.4	-11.3	-3.4	1.6	0.9	10.9	0.98	3.0%
COC(=O)CN1C(=O)C(O)(CC(=O)c2cccc(Br)c2)c2ccccc21 (configuration not stated)	1.07	6.3	-1.2	-2.3	-3.2	1	-3.3	0.99	4.0%
CCc1cc(=O)oc2cc(OC(C)C(=O)O)c(Cl)cc12 (configuration not stated)	2.88*	-8.7	-9.3	-1.7	-29.0	0.9	-2.8	1.13	14.0%
Cc1c(NC2=NC3(CCCCC3)Cc3ccccc32)c(=O)n(-c2ccccc2)n1C	1.01	-8.8	-13.5	-4.3	6.5	0.8	1.4	1.07	1.0%
N#CC1=C(SCC(N)=O)NC(=O)CC1c1ccccc1Cl (configuration not stated)	1.12	-4.2	12.0	0.7	9.7	1	-1.2	1.07	6.0%
CCOc1ccc(C2N(c3ccc(F)cc3)C(=O)C3CCCN32)cc1 (configuration not stated)	1.04	13.0	-4.9	0.5	0.1	0.9	-4.0	1	7.0%
COc1cccc(C2=NOC(C(=O)Nc3cccc(C(C)=O)c3)C2)c1OC (configuration not stated)	1.03	-14.5	-3.2	-0.1	1.4	0.9	-4.0	0.98	6.0%
N#CCSc1nc2c(c(C3CC=CCC3)c1C#N)CCC2 (configuration not stated)	1.04	-3.0	-17.0	-0.8	3.5	0.8	16.6	0.98	2.0%
COc1ccccc1CNC(=O)C1CCN(Cc2nc(-c3cccc(Cl)c3)oc2C)CC1	1.13	-16.4	3.4	-3.0	-5.7	1	11.2	1.04	4.0%
O=c1c(Cc2ccccc2)c(O)nc2n1CCS2	1.08	12.1	10.8	-1.3	-0.1	0.8	-16.3	0.99	6.0%
COc1ccc(Cl)cc1NC(=O)CSc1nc(N2CCCCC2)nc(N2CCCCC2)n1	1.16	-15.6	1.7	-0.7	3.6	0.9	-4.2	1.06	2.0%
CCCc1cc(=O)oc2cc(C)cc(OC(=O)c3ccco3)c12	1.07	2.5	-4.4	1.4	-1.6	1	2.9	1	2.0%
Cc1nn(-c2ccccc2)c(C)c1NS(=O)(=O)c1ccccc1	1.06	11.4	0.0	-1.3	2.8	0.9	10.5	1.02	7.0%
CCOC(=O)CC(=O)CSc1nc2c(sc(=S)n2-c2ccccc2)c(=O)[nH]1	1.04	25.9	-4.9	2.1	2.1	0.9	-13.1	1.18	5.0%
Cc1nn(CC(=O)Nc2ccc(C(=O)N(C)C)cc2)c(=O)c2ccccc12	1.1	9.2	-5.1	1.5	3.2	0.9	4.3	1	5.0%
CC1=C(C(=O)Nc2ccccc2Cl)C(c2ccc(N(C)C)cc2)NC(=O)N1 (configuration not stated)	1.11	-15.1	1.0	-3.3	-0.6	1	-5.4	1.06	1.0%
COCCN(CCOC)c1ncnc2c1cnn2-c1ccccc1	1.06	26.4	18.6	-1.9	-8.2	0.8	-0.3	1.02	1.0%
Cc1cc(C)n(-c2ccc(C(=O)NCc3ccc4c(c3)OCO4)cc2)n1	1.09	-7.7	-5.5	-1.4	-3.7	1.1	17.9	1.01	5.0%
C#CCn1cnc2c(cnn2-c2ccc(C)c(C)c2)c1=O	1.05	19.6	57.9*	-1.7	-4.2	0.9	-11.7	1	5.0%
CCc1ccccc1NC(=O)CC(O)(C(=O)OC)C(F)(F)F (configuration not stated)	1.11	-5.9	-4.1	-0.6	4.1	1	-2.6	1.01	4.0%
NC(=O)CSc1ncnc2c1oc1ccccc12	1.07	-4.5	27.0	-0.7	3.0	1	4.6	1.04	8.0%
O=C(O)COc1ccc(S(=O)(=O)NCCc2ccccc2)cc1	1	-4.4	1.6	0.7	2.5	0.8	4.0	0.99	3.0%
COc1ccc(C(=O)N2CCN(Cc3ccccc3C)CC2)cc1OC	1.1	-28.7	-3.6	-0.6	0.1	1	-4.9	1.03	10.0%
O=c1c2c([nH]c3ccccc13)CCCCCC2	1.12	-3.6	4.0	-2.6	3.4	0.9	2.9	1.08	8.0%

By substructure, the compounds so far containing an NH in an aromatic ring.
SMILES	Autofluor 339	RORA act	SF1 activator	HTR1A agonist	MMP-13 inhibitor	TNAP act DEA	5HT1a antag	A340 absorber	NADH coupling
CCOC(=O)CC(=O)CSc1nc2c(sc(=S)n2-c2ccccc2)c(=O)[nH]1	1.04	25.9	-4.9	2.1	2.1	0.9	-13.1	1.18	5.0%
O=c1c2c([nH]c3ccccc13)CCCCCC2	1.12	-3.6	4.0	-2.6	3.4	0.9	2.9	1.08	8.0%

New compounds follow.
SMILES	Autofluor 339	RORA act	SF1 activator	HTR1A agonist	MMP-13 inhibitor	TNAP act DEA	5HT1a antag	A340 absorber	NADH coupling
CCOc1cc(C(=O)N2CCOCC2)ccc1OCc1ccccc1	1.14	-1.8	10.9	0.8	6.8	1	-0.1	1.03	2.0%
COC(=O)c1ccc(C2C(C(C)=O)=C(O)C(=O)N2CCO)cc1 (configuration not stated)	1.11	13.0	-18.2	-3.4	4.8	0.9	2.3	1.03	10.0%
Cc1cc(-c2nnc(SCc3cccnc3)o2)no1	1.13	18.7	16.3	-3.6	5.8	1	3.9	1.02	0.0%
COc1cc(C)c(CNc2ccc(OC)c(OC)c2)cc1C	0.9	-8.8	-8.2	-1.3	-8.4	1	-5.0	1.03	6.0%
CC(C)CCn1c(=O)c2ccccc2n2c(CN3C(=O)NC4(CCC(C)CC4)C3=O)nnc12 (configuration not stated)	1.1	-14.3	2.4	-3.2	-5.6	0.9	-6.9	1	5.0%
Cc1noc(C)c1S(=O)(=O)Nc1ccc(C(=O)N2CCN(c3ccc(Cl)cc3)CC2)cc1	1.13	-60.4	-0.8	-1.0	1.2	1	14.3	1.03	4.0%
O=C(NCC1CCCO1)C1CCN(S(=O)(=O)c2cccc3nonc23)CC1 (configuration not stated)	1.03	-10.6	-15.6	-1.2	3.1	0.9	0.5	1.04	1.0%
CCC1(CC)NC(=O)N(CC(=O)OCn2nnc3ccccc3c2=O)C1=O	1.1	-4.7	-0.3	0.9	1.5	0.9	-3.1	1.06	1.0%
CC1CCN(S(=O)(=O)c2ccc(NC(=O)Cn3nnc(-c4ccccc4)n3)cc2)CC1	1.09	31.7	4.7	8.0	-3.7	0.9	-5.5	1.02	6.0%
CC1CCc2nn(CC(=O)NCc3ccco3)cc2C1 (configuration not stated)	1.03	1.1	-10.6	-1.8	0.9	0.9	4.8	1.04	2.0%
O=C(O)c1cccc(COCC(F)(F)C(F)F)c1	1.04	11.0	5.9	0.0	5.2	0.9	5.7	1	1.0%
COC(=O)c1ccccc1NC(=O)c1ccccc1N(C)S(C)(=O)=O	1.08	-2.8	18.7	0.1	4.6	0.9	6.9	1.03	4.0%
O=C(CN1CCCCC1)Nc1cc(Cl)ccc1Cl	0.99	-23.5	-19.4	-2.1	4.5	0.9	-0.5	1.01	3.0%
Cc1cc(C)nc(SC2CCCCC2O)n1 (configuration not stated)	1.05	-9.1	-7.6	-0.9	3.8	0.9	-12.8	0.99	3.0%
Cc1ccc2[nH]c(=O)c(CN(CCCN3CCOCC3)Cc3nnnn3C3CCCC3)cc2c1	1.32	2.7	21.9	-2.0	-8.2	0.9	2.0	1.07	4.0%
COc1ccc2[nH]cc(C(=O)CN3CCCC(C)C3)c2c1 (configuration not stated)	1.15	13.6	-5.0	-1.4	-2.8	1	-2.0	1.08	10.0%
COCCN(CC(=O)NCc1ccccc1)C(=O)CCC(=O)Nc1ccccn1	0.98	-0.1	5.4	-2.7	3.4	0.9	-2.0	0.97	5.0%
Cn1c(=O)c(C(=O)Nc2ncccn2)c(O)c2ccccc21	1.32	61.0*	64.2*	-3.5	-17.8	0.9	10.4	1.08	5.0%
Cc1ccc(NC(=O)CSc2nnc(COc3ccc(C#N)cc3)n2-c2ccccc2)cc1C	1.08	-6.0	-3.5	-2.2	5.3	1	21.4	1.01	6.0%
Cc1c(C(=O)Nc2ccc3oc(-c4cccnc4)nc3c2)oc2ccccc12	3.81*	-10.1	-16.1	2.4	-33.3	0.9	-16.4	1.14	11.0%[fluoresces]

Copied from the list.
Cc1ccc(NC(=O)CSc2nnc(COc3ccc(C#N)cc3)n2-c2ccccc2)cc1C | 5HT1a antag: 21.4
Cc1ccc2[nH]c(=O)c(CN(CCCN3CCOCC3)Cc3nnnn3C3CCCC3)cc2c1 | TNAP act DEA: 0.9

Further records
SMILES	Autofluor 339	RORA act	SF1 activator	HTR1A agonist	MMP-13 inhibitor	TNAP act DEA	5HT1a antag	A340 absorber	NADH coupling
O=C(CSCCO)Nc1cccc2ccccc12	1.11	6.9	16.9	0.2	-1.1	0.9	10.7	1.03	5.0%
CCOC(=O)N1CCC(NC(=O)CC(NS(=O)(=O)c2ccc(C)cc2)c2ccco2)CC1 (configuration not stated)	1.09	11.9	-1.3	0.1	-2.6	0.9	-11.3	1.06	3.0%
COc1ccc(-c2cn3c(C)c(C(=O)Nc4ccncc4)sc3n2)cc1	1.16	11.0	-18.1	-3.0	-11.6	0.9	4.1	1.08	4.0%
Cc1ccsc1C(=O)OCC(=O)NCC1CCCO1 (configuration not stated)	1.04	22.1	4.5	-2.8	-5.5	1	-0.4	1	4.0%
COc1ccc(/C=N/n2c(SC)nnc2-c2ccccc2)c(OC)c1OC	1.17	48.5	-3.0	-0.4	-2.1	0.9	10.1	1.06	7.0%
COc1cccc(-c2cc(C(F)(F)F)nc(N3CCN(c4ccccc4)CC3)n2)c1	1.12	-13.2	-4.7	-3.2	-0.2	0.9	-15.7	1.07	4.0%
